Bioassay records from PubChem.
TDP1 cell noCPT – qHTS for Inhibitors of human tyrosyl-DNA phosphodiesterase 1 (TDP1): qHTS in cells in absence of CPT; DT40 Tdp1-/- hTDP1 cells, no CPT, ATP luminescence, 48 h; Potency, µM (highest dose often 46.2 µM), inactives show top-dose activity change, negative = growth inhibition, hits mostly inhibitors; 420,000 tested, 15% active; active means well fitted inhibition curve with a large enough effect; inconclusive means small, poorly fitted or top-dose-only effect; further: nearly all actives have a fitted effect of over 55% in size
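Chicken DT40 Tdp1-/- cells stably complemented with human TDP1 were seeded at 400 cells/well with DMSO in place of 20 nM camptothecin. After compound pinning, cells grew at least 48 hr at 37 °C; viability read by CellTiter-Glo luminescence.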
The depositor's hits bear a star; ? = inconclusive. On the % scale 0 is the no-effect control and ±100 the full control effect; potency means the concentration at half of the fitted maximal effect. Only part of the results is shown. The share of hits here may be higher or lower than overall.

mol	TDP1 cell noCPT
O=C(Nc1ccccc1)OCCc1ccccn1	-4%
CCOC(=O)C1=CC[C@@H](c2ccccc2)N(S(=O)(=O)c2ccc(C)cc2)[C@H]1c1ccccc1C	9.2µM*
CCOc1ccccc1NC(=O)COC(=O)COc1c(Cl)cc(Cl)c2ccc(C)nc12	0%
CCOC(=O)C1=CCN(S(=O)(=O)c2ccccc2Cl)C1c1ccc(Cl)c(Cl)c1 (centres undefined)	?
C[C@@]12C(C[C@H](O)[C@@]34C[C@@H](CCC13)[C@@H](CO)C4=O)[C@](C)(C(=O)O)CC[C@@H]2O (some centres undefined)	?
Cc1ccc(C)c(NC(=O)CC2Sc3ccccc3NC2=O)c1 (centres undefined)	-22%
O=C(C[C@@H]1C=C[C@@H](NC(=O)C2CC2)[C@@H](CO)O1)NCc1ccccc1Cl	-5%
CC(=O)c1ccc(-c2cc(F)cc3c2OC(CNC(=O)c2ccc[n+]([O-])c2)C3)s1 (centres undefined)	-10%
COC(=O)c1ccc(CN2CCOc3ccc(C(O)c4cccnc4)cc3C2)cc1 (centres undefined)	-17%
Cc1cccc(C)c1NC(=O)C(c1ccnc2ccccc12)N1CCN(CCN(C)C)CC1 (centres undefined)	5.2µM*
CC1(C(=O)Nc2ccc3c(c2)OCCO3)CCN1C(=O)CC1CCCC1 (centres undefined)	?
COc1ccccc1N1CCN(S(=O)(=O)CCNC(=O)c2cccs2)CC1	?
Cn1cc(C(=O)[C@@H]2CCc3nc[nH]c3C2)c2ccccc21	-19%
COCCNC(=O)C1(C)CCN(C(=O)c2cccc(C)c2C)C1 (centres undefined)	-3%
CS(=O)(=O)Nc1cccc(-c2cc(NC=O)c3ncc(-c4ccc(F)cc4)n3c2)c1	?

Next section.
mol	TDP1 cell noCPT
Nc1[nH]c(=S)[nH]c(=O)c1N	8%
CN(C(=O)c1cnn(-c2ncc3c(n2)-c2ccccc2CCC3)c1C1CC1)C1CCOC1 (centres undefined)	-19%
CCOC(=O)[C@]12CCC=C1N(Cc1ccco1)C(=O)[C@H](CC(=O)NCCCCc1ccccc1)C2	?
Cc1c(C=Nc2ccc(S(=O)(=O)N(C)C)cc2)c(O)[nH]c(=O)c1C#N	-1%
CC(C=CC(O)=C1C(=O)CNC1=O)=C[C@@H](C)C1OC2(C)OC(C(=O)C3O[C@@]32C)C1C (some centres undefined)	-5%
COc1ccccc1Cn1c(C)c(C(=O)NCc2ccc(C#N)cc2)sc1=O	?
O=Cc1cccc(OCc2cn(CC(=O)c3ccc(O)cc3)nn2)c1	-26%
Cc1ccc(C2(SCC(N)C(=O)O)c3ccccc3-c3ccccc32)cc1 (centres undefined)	-27%
OC(c1ccccc1)C(Nc1ccccn1)c1ccccc1 (centres undefined)	?
COc1cccc(C2(CC(=O)N3CCC(c4nc5ccc(F)cc5[nH]4)CC3)CC(=O)N(C)C2=O)c1 (centres undefined)	-9%
COc1ccc(CC(N)c2csc(NC(=O)NC(c3ccccc3)c3ccccc3)n2)cc1 (centres undefined)	?
O=C(CCNC(=O)N1CC(=O)Nc2ccccc21)NCc1cccc(C(F)(F)F)c1	-3%
COc1ccccc1-c1coc2c(CN3CCN(CCO)CC3)c(O)ccc2c1=O	-18%
CCNC(=O)C1(C)CCN(C(=O)c2cccc(Cl)c2)C1 (centres undefined)	-5%
COc1ccc2c(c1)C(=O)C1(CC2)OC1c1cccnc1 (centres undefined)	?

Later entries:
mol	TDP1 cell noCPT
O=[N+]([O-])c1ccc(N=NNc2ccc([N+](=O)[O-])cc2)cc1	?
CN1CCCCC1(C)C(=O)NCc1cc(Cl)ccc1F (centres undefined)	4%
Cc1c(NC(=O)c2cccc(S(=O)(=O)N(C)c3ccccc3)c2)c(=O)n(-c2ccccc2)n1C	6%
Cc1ncc2c(c1CNC(=O)CN1CCCCC1)CCN(C(=O)c1ccc(F)cc1Cl)C2	-15%
CSc1ncnc2c1ncn2CCCNCc1ccco1	-4%
COc1ccc(CN2CCOc3c(cc(-c4ccc(OC)nn4)cc3OC)C2)c(O)c1	-12%
CC(=O)Nc1cc(-c2cccc(NS(C)(=O)=O)c2)cn2c(-c3cccc(C(C)=O)c3)cnc12	18µM*
S=c1ncc2[nH]c(=S)[nH]c2[nH]1	?
CCOC(=O)C1CCCN(C(=O)c2cccc(C(F)(F)F)c2)CC1 (centres undefined)	-28%
NCC1C2CCC(O2)C1CO (centres undefined)	6%
CC(=O)n1cc([C@H]2C=C(C(N)=O)O[C@@H](OCc3ccc(CO)cc3)C2)c2ccccc21	?
CC(C)NC(=O)C1C(c2ccc(C(F)(F)F)cc2)=Nc2ccccc2N1C(=O)c1cccc2ccccc12 (centres undefined)	?
Cc1cc(C(=O)NNC(C)Cc2ccccc2)no1 (centres undefined)	-11%
Cc1onc(-c2ccccc2)c1C(=O)OCC(=O)Nc1ccccc1Cl	18µM*
Cc1cccnc1C(NC(=O)C1CCN(Cc2ccc(Cl)c(Cl)c2)CC1)c1ccc(Cl)cc1 (centres undefined)	4.6µM*

New compounds follow.
mol	TDP1 cell noCPT
CC(C)CNC(=O)C1C(=O)Nc2ccccc2C(=O)N1C1CCCCC1 (centres undefined)	-7%
COc1ccc([C@H]2N[C@]3(CCCN(Cc4ccc(F)cc4)C3=O)[C@H]3C(=O)N(C)C(=O)[C@@H]23)cc1	-25%
CCOC(=O)C1CCCCN1C(=O)c1cc2ccc(OC)cc2c2cc(OC)c(OC)cc12 (centres undefined)	18µM*
OCCn1cnc2c(SCc3ccccc3)ncnc21	0%
O=C(Nc1cccc(Oc2ccccc2)c1)C1Cc2c(-c3ccc4c(c3)OCO4)ccnc2O1 (centres undefined)	?
Cc1c(C(=O)N(C)Cc2ccc(F)cc2)sc(=O)n1Cc1ccc(Cl)c(Cl)c1	23µM*
Cc1ccccc1OCCCCCCN1CCNCC1	16µM*
Cc1nc(C(F)(F)F)ccc1C(=O)N1CCC(C)(C(=O)O)C1 (centres undefined)	0%
CC1(C)CN(CCc2ccccc2)C(=O)[C@H]1CC(=O)Nc1ccc(Br)cc1	-22%
COc1ccccc1C=NNc1nc(C)cc(=O)[nH]1	3%
O=C(C[N+]12CN3CN(CN(C3)C1)C2)c1ccc(I)cc1	?
OC(c1ccc(F)cc1)c1nc(-c2cccs2)cs1 (centres undefined)	?
Cc1ccc(S(=O)(=O)N2CCN(c3nc(-c4cccs4)cc4ccccc34)CC2)cc1	?
CCc1n[nH]c(=S)n1/N=C/c1ccc(-c2ccc(Br)cc2)o1	-10%
Cc1cc(N(C)C)cc(C)c1N=Nc1cc[n+]([O-])cc1	?

Other entries.
Molecule | TDP1 cell noCPT
COc1ccccc1C(NC(=O)C1CCN(CCOc2ccc(Cl)cc2Cl)CC1)c1ccccn1 (centres undefined) | ?
CC(C)(C)C1CCC(=O)N2CCC[C@]2(c2ccccc2)C1 (some centres undefined) | ?
COc1ccc(NC(=O)c2ccc(-c3ccc(F)cc3)o2)cc1OC | 16µM*
COC(=O)[C@]12CCCCC=C1N(Cc1ccccc1)C(=O)[C@H](CC(=O)N1CCOCC1)C2 | -30%
Cc1cccc(C)c1NC(=O)c1csc([C@@H]2O[C@H](CO)[C@H](O)[C@H](O)[C@H]2O)n1 | -2%
O=C(CCNC(=O)c1ccccc1Cl)Nc1ccc(S(=O)(=O)N2CCOCC2)cc1 | -19%
Nc1ncnc2c1ncn2[C@@H]1O[C@H](C(=O)N[C@@H](CO)Cc2ccccc2)[C@@H](O)[C@H]1O | -11%
COc1ccc([C@@H]2CC(=O)[C@@H]3CN(S(=O)(=O)c4ccc(C)cc4)[C@H](c4ccccc4)C[C@@H]3N2S(=O)(=O)c2ccccc2)cc1 | -7%
OCC(O)C[n+]1cccc(Br)c1 (centres undefined) | -20%
CCOC(=O)C1(C)CCCN(C(=O)c2ccc(F)c(Cl)c2)C1 (centres undefined) | 21µM*
COc1ccc(S(=O)(=O)Nc2ccc3c(c2)C(=O)N([C@@H](C)CO)C[C@@H](C)[C@H](CN(C)C(=O)CCCN(C)C)OCCCC[C@H](C)O3)cc1 | -10%
COc1c(C)cc(C(O)c2ncc(-c3ccc(Cl)cc3)[nH]2)cc1C (centres undefined) | ?
CC1(c2nnnn2Cc2ccccc2)CCC(=O)N1CCCn1ccnc1 (centres undefined) | -7%
COc1cc(C(=O)NC2CCN(C)CC2)ccc1Nc1ncc2c(n1)N(C1CCCCC1)CCC(=O)N2C | 0.58µM*
CC(=O)Oc1ccc2c(c1)C(=O)CCCCCC(=O)O2 | -1%
O=C(Cc1cccc(NC(=O)C2CCN(C(=O)C3CC3)CC2)c1)Nc1cccc(C(=O)N2CCCCC2)c1 | -6%
CC(=O)Oc1ccc(Cn2c(C)c(C(=O)NCc3cccc(C(F)(F)F)c3)sc2=O)cc1 | ?
COc1cc2c(NC3CCN(C(C)C)CC3)nc(N3CCCN(C)CC3)nc2cc1OCCOCCN1CCCC1 | 14µM*
CCOc1ccc(OCCCC(=O)Nc2cc(S(=O)(=O)N3CCOCC3)ccc2N2CCOCC2)cc1 | -22%
CN(C(=O)c1ccc(NC(=O)Cc2cccc(NC(=O)C3CCN(C(=O)C4CCCC4)CC3)c2)cc1)C1CC1 | ?

Next section
Molecule | TDP1 cell noCPT
CC(C)CNC(=O)c1cccc2c(-c3cccnc3)coc12 | -18%
C[C@@H]1CN([C@@H](C)CO)C(=O)CCCn2nncc2CO[C@H]1CN(C)C | -7%
O=C(CC1CCCC1)N1CCN(S(=O)(=O)c2cccc(F)c2)CC1 | ?
Cc1cccc(C)c1NC(=O)C(C1CC1)n1c(=O)c(-c2ccco2)nc2ccccc21 (centres undefined) | ?
CCN(CC)C(=O)C1=C(C)N(Cc2ccc(F)cc2)C(=O)C(CC(=O)NC2CCCCC2)C1 (centres undefined) | -16%
Cc1cccc(C(=O)OCC(=O)Nc2sccc2C(N)=O)c1C | -9%
O=C(NCc1cccc(C(F)(F)F)c1)c1csc([C@@H]2O[C@H](CO)[C@H](O)[C@H](O)[C@H]2O)n1 | -6%
COc1ccc(-c2c(C#N)cnc(C)c2C)c(O)c1OC | -27%
COc1ccccc1Cn1c(=S)[nH]c2cc(C(=O)N3CC(C)CC(C)C3)ccc2c1=O (centres undefined) | ?
C[C@@H]1CCCCO[C@@H](CN(C)Cc2ccncc2)[C@@H](C)CN([C@H](C)CO)C(=O)c2cc(NC(=O)c3ccccc3)ccc2O1 | ?
CCCCCCN1CCN(C2CN(Cc3cn(Cc4cccc(Cl)c4)nn3)S(=O)(=O)C2)CC1 (centres undefined) | ?
CCOC(=O)N1CCN(C(=O)C[C@@H]2C[C@@]3(C(=O)OC)CC(C)(C)CC=C3N(Cc3cccc4ccccc34)C2=O)CC1 | 18µM*
O=C(CCc1ccccc1)Oc1ccccc1[N+](=O)[O-] | -10%
COC(=O)[C@@H](NS(=O)(=O)c1ccc(F)cc1Br)C(C)C | -10%
COc1ccc([C@H]2C[C@@H](O)[C@H](n3cc(-c4ccc(F)cc4)nn3)CN2C(=O)C2CCCCC2)cc1 | ?
CCc1nnc(NC(=O)[C@@H](NS(=O)(=O)c2ccc3c(c2)OCCO3)C(C)C)s1 | ?
CC(C)C[C@@H](CN1CCC[C@@H]1CN1C(=O)C(=O)NC[C@@H]1Cc1ccccc1)N1C[C@H](Cc2ccccc2)N(CC2CCCCCC2)C(=O)C1=O | ?
Cc1cccc(C(=O)NCc2nnc(SCC(=O)N3CCN(c4ccccc4)CC3)n2C)c1 | 9%
Cc1ccc(NC(=O)C2(C)CCN2C(=O)Cc2ccc(C(C)(C)C)cc2)cc1C (centres undefined) | 10µM*
Cc1ccsc1C(=O)N1CCC1(C)C(=O)NCc1cccnc1 (centres undefined) | 1%

An excerpt from further up, for reference:
Molecule | TDP1 cell noCPT
O=C(CC1CCCC1)N1CCN(S(=O)(=O)c2cccc(F)c2)CC1 | ?
Cc1cccc(C)c1NC(=O)C(C1CC1)n1c(=O)c(-c2ccco2)nc2ccccc21 (centres undefined) | ?
CCN(CC)C(=O)C1=C(C)N(Cc2ccc(F)cc2)C(=O)C(CC(=O)NC2CCCCC2)C1 (centres undefined) | -16%
Cc1cccc(C(=O)OCC(=O)Nc2sccc2C(N)=O)c1C | -9%

Given field by field: 4 of the compounds above
> CCN(CC)C(=O)C1=C(C)N(Cc2ccc(F)cc2)C(=O)C(CC(=O)NC2CCCCC2)C1 (centres undefined)
  TDP1 cell noCPT: -16%

> Cc1cccc(C(=O)OCC(=O)Nc2sccc2C(N)=O)c1C
  TDP1 cell noCPT: -9%

> O=C(NCc1cccc(C(F)(F)F)c1)c1csc([C@@H]2O[C@H](CO)[C@H](O)[C@H](O)[C@H]2O)n1
  TDP1 cell noCPT: -6%

> COc1ccc(-c2c(C#N)cnc(C)c2C)c(O)c1OC
  TDP1 cell noCPT: -27%

(next part)
Molecule | TDP1 cell noCPT
CCC1NC(=O)c2cccnc2-n2c1nc1cc(F)ccc1c2=O (centres undefined) | -18%
COCCN1CCN(C(=O)c2sc3ncnc(NCC4CCCO4)c3c2C)CC1 (centres undefined) | -16%
COc1ccc([N+](=O)[O-])c(C=CC(=O)c2ccccn2)c1 | 2.3µM*
O=C(NCCc1nnc2n1CCN(Cc1cc3ccccc3o1)CC2)c1ccoc1 | -14%
CCO[C@@H]1OC(C(=O)NC2CC2)=C[C@H](c2coc3ccccc3c2=O)[C@H]1CCCO | 17%
O=C(Nc1cccc(NC(=O)c2cc([N+](=O)[O-])ccc2Cl)n1)c1cc([N+](=O)[O-])ccc1Cl | 9.2µM*
COc1ccc(S(=O)(=O)n2cccc2)cc1 | -4%
